RAD52 inh: inhibitors of human RAD52 DNA annealing; 0.46% of 360,000 active; inhibition, % at 18.7 µM; AID 651710; recombinant RAD52 DNA annealing, FRET fluorescence;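 active = every replicate showing at least 50% inhibition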
ERAP1 HTS inh: blocks human ERAP1 aminopeptidase activity. Q9NZ08. 0.15% of 340,000 active. recombinant ERAP1, Leu-AMC fluorescence, 60 min. inhibition, % at 10.7 µM;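 active = mean replicate inhibition of at least 30%, or all replicates individually reaching that 30% level; inactive = mean below 30% and not every replicate reaching it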;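 also: 0% = neutral control wells and 100% = L-leucinethiol positive control wells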
XiGFP reactiv: X-chromosome reactivation activator; XiGFP mouse fibroblasts, % GFP-positive cells imaging, 3 d; cells co-treated with 5-aza-dC sensitizer; scaled so ellipticine positive control = 100%; activation, % at 7.58 µM; 0.055% of 360,000 active;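 active = mean normalized replicate activation at least 10% and every replicate at or above 10%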;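 also: 0% = median of on-plate neutral control wells and 100% = ellipticine 6 µM median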
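material = 68-5-11 XiGFP fibroblast line | medium = DMEM plus 5-aza-dC sensitizer | schedule = 3 days compound exposure | benchmarks = positive control ellipticine, 6 µM final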
RAD54 inh: inhibitors of human RAD54 branch migration; Q92698; RAD54 Holliday junction branch migration, FAM/BHQ fluorescence; inhibition, % at 10.4 µM; 0.14% of 360,000 active; AID 602329;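 active = mean normalized replicate activity at least 40 and at least half of replicates scoring 40 or more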;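 also: 0% = median of neutral control wells and 100% = median of positive control wells; inhibitors cause a drop in the FAM fluorescence signal; in these data hits start at about 50%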
Target sequence (Q92698 whole entry, looked up): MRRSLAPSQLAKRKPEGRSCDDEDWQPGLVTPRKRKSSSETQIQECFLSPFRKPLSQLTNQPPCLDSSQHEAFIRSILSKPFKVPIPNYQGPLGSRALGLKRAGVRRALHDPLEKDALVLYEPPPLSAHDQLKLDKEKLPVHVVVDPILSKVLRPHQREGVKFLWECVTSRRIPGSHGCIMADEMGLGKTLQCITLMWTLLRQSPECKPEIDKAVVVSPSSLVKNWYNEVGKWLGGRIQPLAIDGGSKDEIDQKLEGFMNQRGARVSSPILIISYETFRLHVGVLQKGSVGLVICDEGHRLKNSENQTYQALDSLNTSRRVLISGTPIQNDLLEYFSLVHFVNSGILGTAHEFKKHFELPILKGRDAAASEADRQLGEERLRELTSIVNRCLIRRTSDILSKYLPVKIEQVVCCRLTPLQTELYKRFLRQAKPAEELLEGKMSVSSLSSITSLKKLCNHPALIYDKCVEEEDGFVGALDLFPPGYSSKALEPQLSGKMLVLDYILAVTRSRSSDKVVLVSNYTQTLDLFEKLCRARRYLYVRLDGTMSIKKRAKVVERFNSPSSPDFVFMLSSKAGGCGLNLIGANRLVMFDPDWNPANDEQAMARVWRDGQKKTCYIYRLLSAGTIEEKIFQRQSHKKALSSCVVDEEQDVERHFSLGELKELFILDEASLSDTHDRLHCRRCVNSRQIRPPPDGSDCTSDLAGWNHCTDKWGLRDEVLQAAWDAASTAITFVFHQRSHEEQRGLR
E-sel inducer: E-selectin induction on HUVECs | P16581 | HUVEC E-selectin immunofluorescence imaging; normalized: neutral wells 0, TNF-alpha wells 100 | activation, % at 7.58 µM | 0.37% of 260,000 active | AID 686992;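 active = mean E-selectin-positive cell signal at least 10% of the positive control, reached in at least 60% of replicates, without over 20% cell loss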;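 also: in these data hits start at about 27%; measured in HUVEC primary endothelial cells; signal is the percent of cells scored E-selectin positive by PE staining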
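System: HUVEC, human umbilical vein endothelial cells; quantity: 3,000 cells/well; buffer or medium: EGM-2 medium, gelatin-coated wells; dosing: single-point compound dose; detection: immunofluorescence imaging; evaluation: % PE-positive cells; benchmarks: TNF-alpha, DMSO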
S100A4 inh HTS: blocks human S100A4 binding to myosin IIA peptide. S100A4/TAMRA-MyoIIA peptide fluorescence polarization. inhibition, % at 10.7 µM. 0.14% of 360,000 active. AID 652163;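 active = mean inhibition of at least 70% across replicates, with every replicate also reaching that level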
Target sequence (P26447 whole entry, looked up): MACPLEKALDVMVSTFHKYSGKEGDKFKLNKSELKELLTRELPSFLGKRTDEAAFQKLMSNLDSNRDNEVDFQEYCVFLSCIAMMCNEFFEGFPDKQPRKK
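Assay system: human S100A4 monomer with TAMRA-labelled myosin IIA peptide / Buffer or medium: Calcium-containing HEPES buffer, pH 7.2 / Reagent: TAMRA-labelled myosin IIA heavy-chain peptide probe, 5 nM / Compound: one dose per compound / Timing: polarization read 5 min after assay mix addition, stable 5–60 min / Benchmarks: neutral control DMSO, positive control TFP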
esBAF inh: SWI/SNF esBAF complex inhibition; AID 602393; mouse ES cells, Bmi1-luciferase knock-in reporter, 24 h; 100% = twice the neutral-well signal; 2% of 350,000 active; reporter increase, % at 12.5 µM; in the data active = activation above about 40%;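 also: 0% = median of the plate's neutral control wells and 100% = double that signal; a rise in the Bmi1 reporter signal indicates esBAF inhibition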
ERp5 inh: inhibitors of human ERp5; Q15084; ERp5 insulin aggregation, absorbance 650 nm, 90 min; inhibition, % at 9.99 µM; 0.05% of 350,000 active; AID 651711;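 active = mean replicate inhibition above about 25%, with every replicate also reaching it, limit read from the data, passing the limit was not always enough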
Starred values were filed as active, the others as inactive; nt = not tested or not shown; & = joins results of further samples.

SMILES	RAD52 inh	ERAP1 HTS inh	XiGFP reactiv	RAD54 inh	E-sel inducer	S100A4 inh HTS	esBAF inh	ERp5 inh
CC(C)(C)C(=O)Nc1nnc(-c2ccccc2)c(-c2ccccc2)n1	7	nt	-0.1	nt	nt	9	nt	2
O=C(O)c1ccccc1N/N=C/c1cc(Br)cc(Br)c1O	-18	2	0.2	-7	0.0	1	36	6
CO[C@@H]1CN(C)C(=O)c2ccc(NS(=O)(=O)C3CCCCC3)cc2OC[C@@H](C)NC[C@@H]1C	2	0	0.0	-3	-0.1	30	3	7
O=S(=O)(c1ccc(F)cc1)N1CCn2c(nc3ccccc32)C1	8	1	0.1	3	nt	-3	1	0
O=C(Nc1cccc(Cl)c1)c1csc([C@@H]2C[C@H](O)[C@@H](CO)O2)n1	-8	2	0.0	-2	0.0	4	20	-2
O=S(=O)(Nc1ncccn1)c1ccc(NC(=S)NCCc2ccccc2)cc1	-16	0	0.0	nt	3.4	-9	nt	2
CCOC(=O)C(NCCc1ccccc1)(NC(=O)CC)C(F)(F)F (configuration not stated)	1	1	0.6	nt	-3.2	0	nt	-4
COc1cccc(NC(=O)CN(C)C(=O)CCNC(=O)c2ccccc2Cl)c1	-7	0	0.0	-6	nt	-4	0	-2
COc1cccc(=O)c2c(C)n(CC(=O)c3ccccc3)c(C)c12	-21	-2	0.0	-8	0.1	-5	8	3
Cc1cc(C)c(S(N)(=O)=O)c(C)c1N(C)S(=O)(=O)c1ccc(Cl)cc1	3	-1	0.0	-6	0.0	0	4	-33
Cc1noc(C)c1NC(=O)Nc1ccc2c(c1)CC(=O)N([C@@H](C)CO)C[C@H](C)[C@H](CN(C)S(=O)(=O)c1ccccc1)O2	-4	4	0.0	18	-4.7	-12	-7	15
Cc1c(NS(=O)(=O)c2ccc(NCCN3CCOCC3)c([N+](=O)[O-])c2)c(=O)n(-c2ccccc2)n1C	-1	4	0.0	12	nt	-4	-2	0
C[C@@H]1CN([C@@H](C)CO)C(=O)c2cc(NC(=O)Nc3cccc4ccccc34)ccc2O[C@@H](C)CCCCO[C@H]1CN(C)CC1CC1	nt	nt	0.4	-5	0.3	nt	-1	nt
CCCNC(=O)N(Cc1cccnc1)C[C@H]1N[C@H](CO)[C@@H]1c1ccccc1	-74	0	0.3	nt	-0.1	-16	nt	2
O=C(OCC(=O)N1CCC(Cc2ccccc2)CC1)c1ccc(O)cc1	-7	8	-0.1	-8	5.0	2	8	1

Reformatted with two lines to a compound: entries from further up
Below each compound – RAD52 inh	ERAP1 HTS inh	XiGFP reactiv	RAD54 inh	E-sel inducer	S100A4 inh HTS	esBAF inh	ERp5 inh
- CC(C)(C)C(=O)Nc1nnc(-c2ccccc2)c(-c2ccccc2)n1
 : 7	nt	-0.1	nt	nt	9	nt	2
- O=C(O)c1ccccc1N/N=C/c1cc(Br)cc(Br)c1O
 : -18	2	0.2	-7	0.0	1	36	6
- CO[C@@H]1CN(C)C(=O)c2ccc(NS(=O)(=O)C3CCCCC3)cc2OC[C@@H](C)NC[C@@H]1C
 : 2	0	0.0	-3	-0.1	30	3	7
- O=S(=O)(c1ccc(F)cc1)N1CCn2c(nc3ccccc32)C1
 : 8	1	0.1	3	nt	-3	1	0
- O=C(Nc1cccc(Cl)c1)c1csc([C@@H]2C[C@H](O)[C@@H](CO)O2)n1
 : -8	2	0.0	-2	0.0	4	20	-2
- O=S(=O)(Nc1ncccn1)c1ccc(NC(=S)NCCc2ccccc2)cc1
 : -16	0	0.0	nt	3.4	-9	nt	2
- CCOC(=O)C(NCCc1ccccc1)(NC(=O)CC)C(F)(F)F (configuration not stated)
 : 1	1	0.6	nt	-3.2	0	nt	-4
- COc1cccc(NC(=O)CN(C)C(=O)CCNC(=O)c2ccccc2Cl)c1
 : -7	0	0.0	-6	nt	-4	0	-2
- COc1cccc(=O)c2c(C)n(CC(=O)c3ccccc3)c(C)c12
 : -21	-2	0.0	-8	0.1	-5	8	3
- Cc1cc(C)c(S(N)(=O)=O)c(C)c1N(C)S(=O)(=O)c1ccc(Cl)cc1
 : 3	-1	0.0	-6	0.0	0	4	-33
- Cc1noc(C)c1NC(=O)Nc1ccc2c(c1)CC(=O)N([C@@H](C)CO)C[C@H](C)[C@H](CN(C)S(=O)(=O)c1ccccc1)O2
 : -4	4	0.0	18	-4.7	-12	-7	15

Next entries
SMILES	RAD52 inh	ERAP1 HTS inh	XiGFP reactiv	RAD54 inh	E-sel inducer	S100A4 inh HTS	esBAF inh	ERp5 inh
CCC(=O)N1CC(=O)N2[C@@H](CO)[C@@H](c3ccc(-c4ccc(C#N)cc4)cc3)[C@@H]2C1	-2	5	0.0	nt	0.4	20	nt	4
CCCNC(=O)C1(C)CCCN(C(=O)c2ccc(C)c(F)c2)C1 (configuration not stated)	8	-1	0.0	-11	-0.8	0	2	-2
CCCCn1nnnc1C(c1ccccc1)N1CCN(c2ccccn2)CC1 (configuration not stated)	-1	0	0.3	nt	0.0	-2	nt	-8
FC(F)(F)c1ccccc1NC(=S)N1CCCC1	-7	nt	-0.1	-3	nt	-6	-4	1
O=C(Nc1ccc(F)cc1F)c1ccc2c(=O)n3c(nc2c1)CCC3	3	-2	0.0	-1	1.0	0	-8	5
CC(C)(C)c1ccc(-n2ncc3c2CCCC3NC(=O)CCC2=NNC(=O)CC2)cc1 (configuration not stated)	0	-2	0.0	1	-0.3	-5	4	-3
CCOc1ccc2nc(COC(=O)c3cccs3)c(C(C)=O)[n+]([O-])c2c1	-4	2	0.3	nt	nt	-29	nt	-6
CC(C)C#Cc1cnc2c(c1)C(=O)N([C@H](C)CO)C[C@H](C)[C@@H](CN(C)Cc1ccccn1)O2	-12	-1	-0.3	-6	0.4	9	1	2
COc1ccc(NC(=O)Nc2cccc3c2O[C@H](CN(C)S(C)(=O)=O)[C@@H](C)CN([C@H](C)CO)C3=O)cc1	-16&-3	2&-3	0.0&0.0	0&2	-10&0.0	10&0	1&-3	11&2
COc1ccc(S(=O)(=O)NC(=O)C2(C)CCN2C(=O)CCC2CCCC2)cc1OC (configuration not stated)	-6	-2	0.1	-4	0.4	-4	1	-7
CCOC(=O)C1=CCN(S(=O)(=O)c2cccc(Cl)c2)C1c1cccc(Cl)c1 (configuration not stated)	-23	-5	0.1	nt	-0.1	2	nt	-3
COc1ccc(N2C(=O)CC(N3CCN(Cc4ccc5c(c4)OCO5)CC3)C2=O)cc1 (configuration not stated)	-9	1	0.7	nt	-0.6	-1	nt	2
COc1ccc(C)c2sc(N(CCCN(C)C)C(=O)c3ccc(S(=O)(=O)N(C)C)cc3)nc12	14	-6	0.0	12	0.1	5	-9	-2
O=S(=O)(c1ccccc1)N1[C@H](CO)[C@@H]2c3ccccc3NC[C@@H]21	-13	4	0.1	nt	0.2	7	nt	12
COc1ccccc1CN1C[C@@H]2C[C@@H](c3[nH]c4ccc(C)cc4c3C)N3CCC[C@@]23C1=O	-30	0	0.1	9	4.9	-2	-9	5
O=C(Nc1nnc(Cc2ccccc2)s1)c1ccco1	-2	0	nt	4	nt	9	46*	2
O=C(CNc1cc(S(=O)(=O)N2CCOCC2)ccc1NCC1CCCO1)Nc1ccc(C(F)(F)F)cc1 (configuration not stated)	-22	-1	0.1	nt	0.2	8	nt	-3
Cc1noc(C)c1NC(=O)N(C)C[C@H]1Oc2ccc(NC(=O)CCC(F)(F)F)cc2CC(=O)N([C@@H](C)CO)C[C@@H]1C	4	-2	-1.2	3	-0.1	5	0	-2
Cc1c(Cl)cccc1NC(=S)N1CCCN(Cc2ccccc2F)C1	-1	3	-0.1	nt	nt	-2	-1	4
O=C(Nc1cccc(F)c1)c1ccco1	-20	-3	0.0	5	-0.2	5	45*	3
COc1ccc(-c2cc3cc(C(=O)O)ccn3c2C(=O)c2ccccc2)cc1	1	6	0.2	14	-0.2	-2	nt	-3
C/C(=N\N1C(C)CCCC1C)c1ccccc1O (configuration not stated)	0	-3	0.0	-14	0.3	-6	-2	4
C[C@@H]1CN([C@H](C)CO)S(=O)(=O)c2ccc(-c3cccnc3)cc2O[C@@H]1CN(C)C(=O)C1CCC1	7	3	-1.0	-10	-0.4	1	4	3
O=C(C[C@@H]1C=C[C@@H](NC(=O)C2CCC2)[C@@H](CO)O1)NCC1CC1	-7	2	-0.2	6	-0.2	-1	-2	-8
CC1(C)OC(=O)C(=CNC(CO)C(=O)O)C(=O)O1 (configuration not stated)	-9	3	0.0	1	nt	0	1	-1
CS(=O)(=O)Nc1ccc2c(c1)[C@H]1C[C@H](CC(=O)NCCN3CCCCC3)O[C@H](CO)[C@H]1O2	4	0	-0.1	0	-0.1	-31	1	0
Cc1cc(SCC(=O)c2cccs2)n2nc(C)c(-c3ccc(Cl)cc3)c2n1	-13	-1	0.1	nt	0.2	3	nt	-1
C[C@@H]1CCCCO[C@@H](CN(C)C(=O)Nc2ccccc2)[C@H](C)CN([C@@H](C)CO)C(=O)c2cc(NS(=O)(=O)c3cccs3)ccc2O1	6	-2	0.0	11	nt	0	10	-1
NS(=O)(=O)c1ccc(NS(=O)(=O)c2ccc3c(c2)OCCO3)cc1	-5	5	0.0	-5	nt	1	2	0
O=C(C[C@@H]1CC[C@@H](NC(=O)Nc2ccc(C(F)(F)F)cc2)[C@H](CO)O1)NCc1cc(F)cc(F)c1	3	3	-0.3	-1	-0.7	14	-2	-4
COc1cccc(CC(=O)N2CCN(S(=O)(=O)c3ccc(Br)cc3)CC2)c1	-1	4	-0.1	1	-6.0	2	-6	-4
O=C(COc1ccccc1[N+](=O)[O-])NNC(=O)Nc1cccc2ccccc12	1	0	0.0	nt	0.4	-6	1	-2
Cc1cc(=O)c2c(C)ccc(C)c2[nH]1	-1	-2	0.3	0	-0.4	-3	2	-1
CCCCCCCCOC(=O)c1c(CSC(=N)N)n(C)c2cc(Br)c(OC(C)=O)cc12	83*	nt	-0.1	-1	nt	-2	nt	1
CCOC(=O)C1CCN(C(=O)c2ccccc2NS(=O)(=O)c2ccccc2)CC1	-7	0	0.3	2	-0.3	-3	7	3

Screens deposited in PubChem by Broad Institute.
